Source: PubChem BioAssay
SUMO HTRF inh – blocks human SUMOylation mediated by UBC9; actives 0.36% (n = 290,000); HTRF SUMOylation assay, SAE1/SAE2 + UBC9, in vitro; inhibition, % at 35 µM; AID 2006; in the data active = inhibition above about 50%, passing the limit was not always enough; note: strong numbers were not always called active
Target sequence (P63279 whole entry, looked up): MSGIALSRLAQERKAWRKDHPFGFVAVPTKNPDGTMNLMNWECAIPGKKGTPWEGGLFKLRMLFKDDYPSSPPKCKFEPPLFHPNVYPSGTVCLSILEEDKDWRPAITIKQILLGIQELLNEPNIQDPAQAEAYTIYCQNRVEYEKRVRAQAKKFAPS
PHOSPHO1 block – inhibitors of human PHOSPHO1 phosphatase | Q8TCT1 | recombinant PHOSPHO1, absorbance phosphatase assay | inhibition, % at 13.3 µM | actives 1.1% (n = 290,000) | AID 1565; in the data active = inhibition above about 60%
IDE act – activators of human insulin-degrading enzyme in cells; P14735; HEK cells, FAbeta-B cleavage, fluorescence polarization; 0% vehicle, 100% cell-free pure enzyme wells; activation, % at 5.96 µM; actives 0.073% (n = 340,000); AID 493087;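 active = activation above the mean of all tested compounds plus 3 SD, set per screening campaign, cut at about 17% in these data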
IMP-1 inh – blocks Pseudomonas aeruginosa IMP-1 metallo-beta-lactamase; purified IMP-1, nitrocefin hydrolysis, epi-absorbance fluorescence; inhibition, % at 5.6 µM; actives 0.45% (n = 290,000);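 active = inhibition above the mean plus 3 SD of all compounds in the same screening run, cut at about 4.5% in these data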;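 note: 0% = IMP-1 with DMSO and 100% = DMSO wells lacking enzyme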
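System: Purified recombinant IMP-1 metallo-beta-lactamase enzyme | Measured by: Fluorescence quenching readout, ex 480/em 530 nm | Replication: Singlicate | Incubation: 15 min preincubation plus 25 min reaction at 25 °C | Evaluation: Percent inhibition from optical density relative to buffer-blank wells | Benchmarks: DMSO with and without IMP-1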
VIM-2 inh – blocks Pseudomonas aeruginosa VIM-2 metallo-beta-lactamase; purified VIM-2, nitrocefin hydrolysis, epi-absorbance fluorescence; inhibition, % at 5.6 µM; actives 0.89% (n = 290,000); AID 1527;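 active = inhibition above the mean of all tested compounds plus 3 SD, cutoff set per screening run, cut at about 7.5% in these data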;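 note: red hydrolysis product quenches plate fluorescence so inhibitors raise well fluorescence; 0% = enzyme with DMSO and 100% = DMSO without enzyme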
pCIP destab – lowers stability of the mouse p/CIP coactivator protein | Q05BA5 | F442A p/CIP-EGFP cells, EGFP fluorescence, 16 h | decrease of EGFP signal, % at 10 µM | actives 0.01% (n = 290,000) | AID 1984;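 active = EGFP signal decrease of at least 30% at 10 µM or well 3 SD below plate mean, unless failing retest; inactive = the rest, including hits failing retest or dose response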; note: some compounds called inactive have numbers as strong as hits; many of its hits are not listed in these tables
HCV NS3 hel inh – blocks Hepatitis C virus NS3 helicase unwinding; inhibition, % at 10.9 µM; actives 0.56% (n = 290,000); NS3 helicase DNA unwinding, Cy5 molecular beacon fluorescence;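 active = inhibition above the mean of all tested compounds plus 3 SD, set per campaign, cut at about 35% in these data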;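 note: 0% = DMSO wells and 100% = thioflavine S control wells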
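Measured by: Cy5 fluorescence, 0 and 60 min reads / Assay system: NS3 helicase fragment of HCV / Control set: low DMSO, high thioflavine S at 110 µM / Times: 1 h reaction at 25 °C, ATP-initiated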
MEKK3 PB1 HTS – raises or lowers MEK5 binding to the human MEKK3 PB1 domain; Q99759; bead-based flow cytometry, Alexa488-MEK5 binding to MEKK3; actives lie on both sides; 0 = blocked by unlabeled MEK5, 100 = vehicle; binding response (% of control), % at 10 µM; actives 1.4% (n = 290,000); AID 1529;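 active = binding response more than 3 SD above or below the average of its plate-row segment, actives on both sides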;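 note: Alexa488 bead fluorescence after subtracting the streptavidin-only scavenger bead signal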
Target sequence (Q99759 whole entry, looked up, the tested form may be a part): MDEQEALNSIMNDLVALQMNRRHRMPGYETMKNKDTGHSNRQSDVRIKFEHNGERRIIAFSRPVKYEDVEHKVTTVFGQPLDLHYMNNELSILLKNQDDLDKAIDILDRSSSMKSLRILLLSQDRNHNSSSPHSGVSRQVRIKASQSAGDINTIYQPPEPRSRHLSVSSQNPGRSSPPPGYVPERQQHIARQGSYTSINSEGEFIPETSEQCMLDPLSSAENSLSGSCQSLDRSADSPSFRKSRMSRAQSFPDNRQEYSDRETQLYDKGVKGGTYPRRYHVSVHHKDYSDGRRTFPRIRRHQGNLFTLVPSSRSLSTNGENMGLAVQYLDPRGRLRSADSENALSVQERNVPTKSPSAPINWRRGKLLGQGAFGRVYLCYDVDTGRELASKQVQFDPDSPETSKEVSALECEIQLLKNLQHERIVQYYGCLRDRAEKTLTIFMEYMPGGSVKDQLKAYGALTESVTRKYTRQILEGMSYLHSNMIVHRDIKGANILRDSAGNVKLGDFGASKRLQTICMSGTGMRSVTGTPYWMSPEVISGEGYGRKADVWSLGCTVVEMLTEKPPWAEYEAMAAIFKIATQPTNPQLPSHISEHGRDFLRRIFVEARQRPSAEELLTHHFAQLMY
DNA FID counter – fluorescent intercalator displacement, NS3 helicase counter-screen. DNA fluorescent intercalator displacement, fluorescence. inhibition, % at 7.9 µM. actives 0.17% (n = 290,000); in the data active = inhibition above about 37%;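 note: 0% = vehicle and 100% = reference compound; higher means more ethidium bromide displaced from hairpin DNA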
* marks the source's active call; other numbers are inactive results; · = not tested or not shown; & = joins results of further samples. Not all compounds are listed (hit frequency here may not be typical).

SMILES	SUMO HTRF inh	PHOSPHO1 block	IDE act	IMP-1 inh	VIM-2 inh	pCIP destab	HCV NS3 hel inh	MEKK3 PB1 HTS	DNA FID counter
O=c1[nH]cnc2c([N+](=O)[O-])cccc12	-5	7	-4	-1.9	-2.8	10	1	97	4
COc1cc(C(=O)Nc2nncs2)cc(OC)c1OC	11	5	0	-2.3	-3.4	-18	1	104	-4
Cc1cc(F)ccc1S(=O)(=O)N1CCCOC1CNC(=O)C(=O)NCc1ccncc1 (stereo unspecified)	-2	42	2	-2.8	-1.7	11	3	101	-13
CCOC(=O)CSc1cc(C)c(C#N)c2nc3ccccc3n12	9	57	0	-1.4	-0.6	1	6	102	-5
CN(CC(=O)NCc1ccccc1)S(=O)(=O)c1cnc[nH]1	-9	2	-3	-3.1	-0.7	1	1	105	-3
CCc1ccc(OCC(O)CN2CCN(c3ccccc3)CC2)cc1 (stereo unspecified)	-11	3	-4&0	-1.7	-0.3	-1	-20	93	1
COc1ccc(-c2c[n+](CC(=O)N3c4ccccc4Sc4ccccc43)c3n2CCC3)cc1	6	-8	-1	-1.4	-1.3	-10	-71	101	17
COc1ccc(N2CCN(C(=O)c3c(-c4ccccc4)noc3C)CC2)cc1	-24	7	1	-3.5	-4.2	-13	6	103	-24
N#CNC(=Nc1ccc(F)cc1)SCc1ccccc1	4	-6	2	-2.8	-2.8	-2	-1	111	-6
O=C(CSc1nnc(C2CCCCC2)n1Cc1ccccc1)NCc1ccco1	9	76*	6	-3.9	-5.2	-2	12	97	-31
c1ccc2sc(C3CCN(Cc4nnnn4Cc4ccc5c(c4)OCO5)CC3)nc2c1	-1	26	-1	-2.1	-2.8	-4	-11	104	-7
Cc1nn(C(C)C(=O)NCC2CCCO2)c(=O)c2cc3occc3n12 (stereo unspecified)	16	-46	5	-3.4	-0.7	-8	1	·	-6
COc1cccc(OC)c1-c1nn2c(-c3ccco3)nnc2s1	12	32	5	-2.1	5.5	5	10	129*	-11
COC(=O)CN1C(=O)C(C)(C)Oc2ccc(C(=O)NC3CC3)cc21	-4	-25	-4	-1.6	-1.1	0	-2	100	-2
COc1ccc(C(=O)OCC(=O)NC2CC2)cc1[N+](=O)[O-]	12	-15	1	-1.6	0.9	-21	4	98	-2
COc1ccc(NC(=O)CNC(c2ccccc2)c2ccccc2)cc1	9	·	-6	-0.8	-2.6	9	-8	107	-12
CC(C)(C)C(=O)Nc1ncc(C(F)(F)F)cc1Cl	-10	21	5	-1.4	-1.6	-6	-3	82	-3
C/C=C(\C)c1nnc(NC(=O)OCC)s1	5	0	0	-1.2	-3.7	-6	-2	103	0
Oc1ccccc1CNCC12CC3CC(CC(C3)C1)C2	16	-2	4	-3.4	-3.9	-1	-7	103	3
O=C(NCc1cccnc1)c1ccccc1-c1ccccc1	18	30	3	-2.6	-3.5	-6	10	105	-2
NC(=O)NC(=O)CSc1cccc(C(F)(F)F)c1	-6	-6	1	-0.1	-0.9	0	-4	103	1
CCOc1ccc(Cn2nnc(C(=O)NCc3ccccc3)c2N)cc1	2	-11	-1	-3.6	-3.4	-14	-6	91	-19
CC(C)n1cc(CN2CCCC(CNS(=O)(=O)c3cccc4cccnc34)C2)cn1 (stereo unspecified)	-9	41	-1	0.8	-0.1	1	12	96	9
COC(=O)c1ccc(N2CCOCC2)c(NC(=O)c2ccco2)c1	19	28	-6	-2.9	0.0	-3	0	102	-21
O=C(NCc1ccc(F)cc1)Nc1cccc([N+](=O)[O-])c1	8	28	-4	-1.0	-1.6	-4	0	98	7

(further entries)
SMILES	SUMO HTRF inh	PHOSPHO1 block	IDE act	IMP-1 inh	VIM-2 inh	pCIP destab	HCV NS3 hel inh	MEKK3 PB1 HTS	DNA FID counter
CCOC(=O)c1csc(NC(=O)CSc2nnnn2-c2ccc(OC)c(OC)c2)n1	-2	5	5	-2.9	-1.9	1	2	105	-7
O=C1N(Cc2cccnc2)C[C@@H]2C[C@@H](c3cccc(C(F)(F)F)c3)N3CCC[C@@]123	2	28	1	-2.4	-1.2	2	3	105	-16
CCCCC(=O)Nc1ccc(NC(=O)c2ccc3c(c2)OCO3)cc1OC	-5	-3	-4	-5.9	-4.7	2	3	100	-21
CN(Cc1ccccn1)Cc1nc(-c2ccc(Cl)cc2)no1	15	41	-4	-4.7	-2.9	-21	3	101	-3
CSC1=N/C(=C\c2ccc(Cl)cc2)C(=O)N1N(C)C	-16	43	-2	-0.4	-3.0	-17	11	102	-11
c1ccc(C2CC(c3ccccc3)n3c(nc4ccccc43)N2)cc1 (stereo unspecified)	35	-8	2	-3.7	-3.8	-8	3	119	8
COc1ccc(-c2ccc(-c3noc(-c4cccc(OC)c4)n3)c(OC)n2)cc1	2	13	4	-1.3	-2.2	-10	-2	95	-3
Cc1ccc(NC(=O)C(Nc2cccc(C)c2)c2ccccc2)cc1 (stereo unspecified)	-22	4	3	-5.3	-3.1	-3	-18	106	-18
CCn1c(SCc2cccc(F)c2)nnc1-c1cccnc1	16	18	-3	0.6	0.4	-12	0	87	-25
O=C(O)CCN1C(=O)C2C3C=CC(C2C1=O)C1C(=O)N(CCC(=O)O)C(=O)C31 (stereo unspecified)	4	35	4	-4.0	-2.2	-16	2	91	-1
COc1ccc(Nc2cc(C)nc(-n3nc(C)cc3C)n2)cc1	0	10	-1	-5.1	13*	-3	-6	99	-9
CC(NC(=O)c1cc(F)c(F)cc1Cl)c1ccncc1 (stereo unspecified)	6	41	0	-3.0	-1.6	-6	9	102	0
O=C(OCc1csc(-c2ccccc2)n1)c1cccs1	15	63*	1	-1.5	-2.2	-5	-6	108	-7
CCOC(=O)CC(=O)CSc1nc2c(cc1C#N)CCC2	22	53	2	-4.0	-2.4	-1	6	91	-4
CCC(C)NC(=O)c1ccc2c(Cl)c3c(nc2c1)CCC3 (stereo unspecified)	18	20	2	-1.1	1.9	0	-2	93	-27
CC(=O)c1ccc(NC(=S)NCCc2cccc(Cl)c2)cc1	-15	25	1	-3.2	-3.1	-17	-4	102	-10
Cc1nnc(-n2cnc3ccccc32)c2ccccc12	8	14	-3	-1.2	0.6	6	1	97	-6
COc1cccc(N(C(C)=O)c2nc(C)cc(C)c2C#N)c1	8	30	5	-1.9	-0.7	-10	-1	103	-5
COc1ccccc1-c1ccc(SCC(=O)Nc2cc(C)on2)nn1	7	28	4	-4.4	-2.8	-5	-9	101	-15
COC(=O)c1cc2ccc(OC)c(OC)c2c(=O)s1	4	12	5	-1.4	-2.0	-10	4	100	-5
O=C(C/C=N/OCc1c(Cl)cccc1Cl)c1ccccc1	-19	54	-2	1.7	-2.6	2	8	93	-7
Nc1ncc(Br)cc1S(=O)(=O)Nc1ccccc1F	·	13	2	-0.2	0.1	14	13	97	-13
COc1cc(CC(CC(=O)O)CC(C)OCc2ccccc2)cc(OC)c1 (stereo unspecified)	3	2	4	-2.9	4.8	1	39*	89	-35
COCCCNCCCCOc1ccc(Br)cc1Cl	-4	-14	2	0.2	-4.3	-1	-20	97	33
NC(N)=NS(=O)(=O)c1ccc(N/C=C/C(=O)c2ccc(Cl)c(Cl)c2)cc1	11	26	-8	-4.1	-1.6	-5	2	103	-7

Full records as entered above. Screens in order: SUMO HTRF inh | PHOSPHO1 block | IDE act | IMP-1 inh | VIM-2 inh | pCIP destab | HCV NS3 hel inh | MEKK3 PB1 HTS | DNA FID counter
Entry for COCCCNCCCCOc1ccc(Br)cc1Cl = -4 | -14 | 2 | 0.2 | -4.3 | -1 | -20 | 97 | 33
Entry for CCOC(=O)CC(=O)CSc1nc2c(cc1C#N)CCC2 = 22 | 53 | 2 | -4.0 | -2.4 | -1 | 6 | 91 | -4

Random excerpt: 4 records from the list
SMILES	SUMO HTRF inh	PHOSPHO1 block	IDE act	IMP-1 inh	VIM-2 inh	pCIP destab	HCV NS3 hel inh	MEKK3 PB1 HTS	DNA FID counter
CCOC(=O)CC(=O)CSc1nc2c(cc1C#N)CCC2	22	53	2	-4.0	-2.4	-1	6	91	-4
CN(Cc1ccccn1)Cc1nc(-c2ccc(Cl)cc2)no1	15	41	-4	-4.7	-2.9	-21	3	101	-3
COc1ccc(Nc2cc(C)nc(-n3nc(C)cc3C)n2)cc1	0	10	-1	-5.1	13*	-3	-6	99	-9
O=C1N(Cc2cccnc2)C[C@@H]2C[C@@H](c3cccc(C(F)(F)F)c3)N3CCC[C@@]123	2	28	1	-2.4	-1.2	2	3	105	-16

More entries follow.
SMILES	SUMO HTRF inh	PHOSPHO1 block	IDE act	IMP-1 inh	VIM-2 inh	pCIP destab	HCV NS3 hel inh	MEKK3 PB1 HTS	DNA FID counter
C=C(C)CSC1=C(C#N)C(c2ccccc2Cl)CC(=O)N1 (stereo unspecified)	38	18	0	-3.8	-2.5	-15	-5	102	0
Cc1nc(CNS(=O)(=O)c2ccc(F)cc2)cs1	10	35	5	-4.2	-2.9	-16	2	105	-1
C=CCN(Cc1nc(-c2ccccc2)no1)C(=O)c1ccco1	-2	24	-2	-5.7	-1.8	-4	14	100	-18
Cc1cc(C)n(-c2ccc(C(=O)OCc3nnc(-c4ccccc4)o3)cc2)n1	17	12	3	-3.0	-0.5	5	-3	93	-2
CCC1CCCCN1Cc1ccc(CNC(=O)CCc2nnc3ccc(N4CCCCC4)nn23)o1 (stereo unspecified)	6	22	6	-1.7	1.6	2	7	99	-6
CCC(C)C(=O)Nc1nnc(SCC(=O)Nc2ccc(F)cc2)s1 (stereo unspecified)	13	3	1	-5.0	-5.1	-9	-2	99	-3
O=C(/C(N=Nc1cccc([N+](=O)[O-])c1)=C(/O)c1ccc(Br)cc1)C(F)(F)F	6	37	·	-2.5	-2.9	-16	4	104	10
CCc1ccc(-c2nc(CS(=O)CC(=O)NC3CC3)c(C)o2)cc1 (stereo unspecified)	13	22	1	-0.8	-0.7	10	0	103	-20
CNC(=O)C1C2C=CC3(O2)C1C(=O)N(CCOC)C3C(=O)NCc1ccc(OC)cc1 (stereo unspecified)	16	-2	-3	-4.6	-4.4	2	6	104	-5
